NPY-Y1 antag: NPY-Y1 (human) receptor antagonism; 1% of 200,000 active; inhibition, % at 3.6 µM; HEK293-CNG Y1 cells, membrane potential fluorescence; NPY at EC95, then isoproterenol;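 active means inhibition above the campaign mean inhibition of all tested compounds plus 3 SD, cut at about 20% in these data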;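 further: 0% = DMSO wells given NPY plus isoproterenol and 100% = isoproterenol alone without NPY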
Target sequence (P25929 whole entry, looked up): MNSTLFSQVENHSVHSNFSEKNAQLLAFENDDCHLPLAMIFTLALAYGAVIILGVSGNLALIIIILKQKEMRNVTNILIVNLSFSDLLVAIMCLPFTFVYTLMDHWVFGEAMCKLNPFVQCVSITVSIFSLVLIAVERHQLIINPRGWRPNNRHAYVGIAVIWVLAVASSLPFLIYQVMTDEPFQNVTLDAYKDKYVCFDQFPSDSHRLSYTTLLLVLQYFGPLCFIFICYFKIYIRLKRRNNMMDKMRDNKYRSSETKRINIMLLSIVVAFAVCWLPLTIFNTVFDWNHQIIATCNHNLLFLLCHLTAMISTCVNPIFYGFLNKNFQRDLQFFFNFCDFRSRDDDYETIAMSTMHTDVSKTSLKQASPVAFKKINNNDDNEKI
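System: HEK293 cells with Y1 receptor plus CNG channel / Probe or stimulus: NPY 25 nM then isoproterenol 1 µM plus Ro 20-1724 25 µM / Compound: one concentration, 3.6 µM, in 0.4% DMSO / Schedule: compound incubation 1 h at room temperature, readout 45 min post-stimulation / Measured by: membrane potential fluorescence / Read-out: % inhibition of NPY effect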
Ba/F3 V617F tox: reduce viability of Ba/F3 cells dependent on JAK2V617F | Ba/F3 EpoR-JAK2V617F viability, ATP luminescence | inhibition, % at 5.6 µM | 1.1% of 220,000 active | AID 1446;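 active means inhibition above the campaign mean plus 3 SD over all tested compounds, cut at about 24% in these data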;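 further: cytokine-independent growth of Ba/F3 cells driven by EpoR plus mutant JAK2; 0% = DMSO-treated cells and 100% = JAK inhibitor I control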
S1P4 antag: human S1P4 receptor antagonism; 0.26% of 220,000 active; inhibition, % at 4.98 µM; O95977; S1P4-expressing cells, antagonist mode, reporter read-out; AID 1510; in the data active means inhibition above about 29%;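 further: 0% = wells stimulated with agonist and 100% = vehicle wells without agonist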
NPY-Y2 PAM-ag: potentiators or agonists of human neuropeptide Y receptor Y2; P49146; cells expressing NPY-Y2, potentiator/agonist read-out; activation, % at 3.6 µM; 0.45% of 220,000 active; AID 1359; in the data active means activation above about 27%;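 further: cells stimulated with NPY near EC25 plus isoproterenol at EC100; 0% = vehicle plus submaximal agonist and 100% = vehicle plus saturating agonist; some results beyond the cut were filed as inactive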
Target sequence (P49146 whole entry, looked up): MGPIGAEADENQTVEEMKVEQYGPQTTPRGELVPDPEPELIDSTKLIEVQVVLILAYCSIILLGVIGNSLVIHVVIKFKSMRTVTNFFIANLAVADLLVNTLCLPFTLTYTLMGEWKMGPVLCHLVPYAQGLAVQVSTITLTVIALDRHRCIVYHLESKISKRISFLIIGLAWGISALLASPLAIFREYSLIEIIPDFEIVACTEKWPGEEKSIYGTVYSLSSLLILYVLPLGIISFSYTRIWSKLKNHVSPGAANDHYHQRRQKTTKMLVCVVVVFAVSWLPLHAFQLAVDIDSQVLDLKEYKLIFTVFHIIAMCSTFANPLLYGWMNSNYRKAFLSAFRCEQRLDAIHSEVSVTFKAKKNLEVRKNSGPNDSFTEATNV
NPY-Y1 PAM-ag: potentiates or activates human NPY-Y1 receptor. 0.37% of 220,000 active. P25929. NPY-Y1 expressing cells, potentiator/agonist activation. activation, % at 3.6 µM; in the data active means activation above about 33%, passing the limit was not always enough;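 further: cells stimulated with NPY at EC10 then isoproterenol at EC100; 0% = low agonist plus stimulus and 100% = saturating agonist plus stimulus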
BaF3 parental: counter-screen for JAK2V617F inhibitors: parental Ba/F3 viability inhibitors; CellTiter-Glo ATP luminescence; inhibition, % at 5.6 µM; 1.1% of 220,000 active; AID 1486;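 active means inhibition above a per-campaign cutoff, the mean inhibition of all tested compounds plus 3 SD, cut at about 27% in these data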;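 further: 0% = DMSO wells and 100% = JAK Inhibitor I control wells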
S1P4 agonist: agonists of human S1P4 receptor; O95977; S1P4-expressing cell line, agonist reporter assay; activation, % at 4.98 µM; 0.35% of 220,000 active; AID 1509; in the data active means activation above about 11%;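 further: 0% = DMSO vehicle and 100% = reference agonist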
CHOP inhibitor: inhibitors of CHOP induction in ER stress response. 3.8% of 220,000 active. inhibition, % at 10 µM. AID 2732. CHO-K1 CHOP-promoter luciferase, tunicamycin-induced, 15-18 h;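 active means compounds that reduced the stress-induced luciferase reporter signal by more than about 70% of percent inhibition, limit read from the data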;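 further: 0% = tunicamycin plus vehicle and 100% = wells without tunicamycin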
p47phox inh: p47phox (human) inhibition; inhibition, % at 24.7 µM; P14598; p47phox/p22phox peptide binding, fluorescence polarization, 2 h; 0.53% of 220,000 active;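 active means inhibition above about 30%, limit read from the data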;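 further: 0% = p47phox with labelled peptide and 100% = labelled peptide alone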
Numbers without * were called inactive; . = not tested or not shown; & = joins results of further samples.

SMILES	NPY-Y1 antag	Ba/F3 V617F tox	S1P4 antag	NPY-Y2 PAM-ag	NPY-Y1 PAM-ag	BaF3 parental	S1P4 agonist	CHOP inhibitor	p47phox inh
O=C1[C@@H]2[C@@H]3C[C@@H]([C@H]4ON=C(c5ccc(OCc6ccccc6)cc5)[C@@H]34)[C@@H]2C(=O)N1c1ccc2c(c1)OCO2	3	-5	-23	8	2	7	4.1	36	-23
Cn1ccnc1SCC(=O)Nc1cccc([N+](=O)[O-])c1	6	-4	12	3	-2	-1	-1.4	-16	1
CCC(=O)n1nc(-c2ccco2)nc1N	1	-3	-18	3	12	4	1.4	-3	-5
CCOc1ccc(C(=O)NCC(=O)OCC(=O)N2CCCCC2)cc1	5	-2	-5	10	0	3	-0.3	24	-24
Cc1cc(NC(=S)N(CCN2CCCCC2)Cc2ccco2)ccc1Cl	9	21	-12	-10	-20	9	1.6	26	-1
Cc1ccc(CSc2nnc([C@@H]3CCCN3)o2)cc1	8	0	0	-4	-13	-2	-0.6	14	3
COc1cccc(-c2nnc(SCC(=O)OC(C)C)n2N)c1	6	-2	-21	1	14	3	-0.5	7	-7
CN(C)C(=S)c1ccc2ccccc2n1	-3	0	-9	16	-4	7	0.4	-7	3
CCCC(=O)c1cc(F)c(N2CCN(S(=O)(=O)c3ccccc3)CC2)cc1C	9	5	-5	-23	-12	6	0.8	42	-9
O=S(=O)(Nc1ccc(-c2csc(-c3ccccc3)n2)cc1)c1ccccc1	2	0	-5	17	21	4	-0.4	100*	-24
CC1(C)CC(=O)C2=C(C1)N=C1SCCC(=O)N1C2c1ccc(C(F)(F)F)cc1 (stereo not given)	1	2	-18	-2	-6	7	0.2	-14	-13
CN(/N=C/c1cc(Cl)cc(Cl)c1O)C(=S)NC(C)(C)C	.	-2	-1	-5	23	-1	-0.3	25	-16
Cc1cc(C)n2nc(C(=O)OCCOc3cccc(Br)c3)nc2n1	-2	-4	-8	-3	-14	-1	0.9	44	-12
COc1ccc(C(=O)CSc2nnc(CN3CCCCC3)n2-c2ccc(F)cc2)cc1OC	2	3	-15	8	-13	8	-0.2	19	-4
O=[N+]([O-])c1cccc2ccc(/C=C/c3ccc(C(F)(F)F)cc3)nc12	-1	-3	1	9	8	4	0.5	1	-14
Cc1cccc(C(=O)N[C@H](C(=O)OCC(=O)NC2CCS(=O)(=O)C2)C(C)C)c1 (stereo not given in full)	1	1	-19	4	3	5	1.6	-17	0
O=C(Nc1ccc(-c2ccc3nncn3n2)cc1)c1ccc(Br)o1	0	-3	1	-3	2	5	0.0	12	1
O=S(=O)(Nc1ccc(N2CCOCC2)cc1)c1ccc2ccccc2c1	12	0	11	10	-16	4	-2.0	38	0
COc1cc(SC#N)ccc1N=Cc1c(C)[nH]n(-c2ccc(Cl)cc2)c1=O	-3	-1	17	-11	-9	0	-4.0	104*	-9
CC[N+]1(C)CCC(=C2c3ccccc3CC(=O)c3sccc32)CC1 (stereo not given)	6	-4	-8	14	2	-2	-0.4	2	-7
CC(C)Oc1ccc(C(=O)NCC(=O)OCC(=O)N(C)Cc2cccs2)cc1	-1	-1	-13	9	3	1	0.0	-21	-3
CN(/C=C/C(=C/C=[N+](C)c1ccccc1)OCCCS(=O)(=O)[O-])c1ccccc1	9	6	11	3	-7	4	-2.6	-7	-6
Cc1c(Br)c([N+](=O)[O-])nn1CC(=O)NCc1ccccn1	-3	-2	-45	-6	-5	4	0.6	11	-9
Cn1c(=O)c2cc(S(=O)(=O)N3CCN(c4cccc(C(F)(F)F)c4)CC3)ccc2n(C)c1=O	-7	-4	-8	11	3	0	2.4	44	1
COc1cccc(OC)c1C(=O)Nc1nc(COc2ccccc2)cs1	14	2	-30	-10	-21	-1	0.4	-22	-26
SMILES	NPY-Y1 antag	Ba/F3 V617F tox	S1P4 antag	NPY-Y2 PAM-ag	NPY-Y1 PAM-ag	BaF3 parental	S1P4 agonist	CHOP inhibitor	p47phox inh
O=C(c1cc(-c2ccc(O)cc2)on1)N1CCCc2ccccc21	26*	-4	-9	13	-14	1	1.1	40	3
COc1cccc(Nc2nc(N)nc(-c3oc4ccccc4c3C)n2)c1	2	12	0	-9	-8	14	-0.1	37	-24
O=C(CSc1nnc(-c2ccccc2)n1-c1ccccc1)N1c2ccccc2Sc2ccccc21	-5	-6	7	17	11	-1	-1.6	-25	0
Cc1ccc(S(=O)(=O)NNC(=O)c2cccs2)c(C)c1	-1	-3	-11	10	-26	0	4.2	-21	-1
COc1ccc(OC)c(-c2c3cc(O)c(=O)cc-3oc3cc(O)c(O)cc23)c1	5	5	0	-1	13	9	-1.1	-1	-246
CN1CCC2(CC1)C1CN(C)CC=C1C(C#N)=C(N)C2(C#N)C#N (stereo not given)	-3&2	-2&4	-3&-18	-9&11	0&-5	12&9	1.1&-0.2	17&6	-28&-11
C/C(=N\Nc1ccc(C(=O)O)cc1)c1ccc(Br)cc1	.	-2	-4	3	17	-1	0.1	8	-5
CC(C(=O)Nc1ccccc1-c1ccccc1)N1CCN(Cc2ccccc2)CC1 (stereo not given)	14	0	-22	-16	-12	8	0.7	12	-4
Nc1ccc(/C=C/c2ccc3ncccc3c2)cc1	.	0	0	0	20	3	1.7	67	-2
CCNc1nc(SCC(=O)OC)nc(N2CCOCC2)n1	-3	2	-16	-12	-15	0	0.7	25	-2
N#C/C(=C/c1cccn1-c1cccc(C(=O)O)c1)c1ccc(Cl)cc1	4	-4	17	0	3	5	1.5	9	-17
CCCCn1nnnc1NCc1cc(OC)c(OC)c(OC)c1	-3	-4	9	6	11	0	0.9	14	2
O=c1c2ccccc2nnn1CSc1nnc(-c2cccnc2)n1-c1ccccc1F	3	-4	5	3	12	5	-2.7	35	-9
COc1ccccc1N/C(N)=N/c1nc(C(F)(F)F)cc(=O)[nH]1	5	2	-11	6	2	9	0.0	27	-32
CCN(CC)S(=O)(=O)c1cccc(C(=O)NCCCN2CCOCC2)c1	2	-1	-5	-11	-27	7	-0.3	25	-12
CCOc1ccc(-n2c(=S)sc3c(=O)[nH]c(SCC(=O)NCc4ccco4)nc32)cc1	0	-2	-14	-9	-41	1	1.0	6	-15
CC(NC(=O)C1CCCN(C(=O)N(C)C)C1)c1ccccc1 (stereo not given)	2	-1	13	10	0	1	0.8	50	-5
Cc1cccc(N)c1SC1CCCCC1O (stereo not given)	-6	-2	-2	8	-2	2	2.4	11	-7
CC1(C)CC(=O)C2=C(C1)N1C(=C(C#N)C2c2ccccc2Cl)N=C(N)c2ccccc21 (stereo not given)	0	0	-3	-3	-11	6	-0.3	9	-25
CCOc1ccccc1N(CC(=O)N1CCOCC1)S(=O)(=O)c1ccc(SC)cc1	-3	-3	-11	6	10	-2	-1.4	1	-4
CCc1ccc(/C=C(\Cl)c2nc3cc(Cl)ccc3c(=O)[nH]2)cc1	0	-2	-8	-13	7	4	-1.5	25	-8
N[C@@H](Cc1ccc(O)c(I)c1)C(=O)O	-1	-4	-17	21	1	3	2.9	-2&-7	0
Cc1cccc(NC(=S)N2CCOCC2)c1C	-1	-1	-23	1	0	1	-0.5	2	-5
Cc1nc(NC(=O)COc2ccccc2)sc1C(=O)Nc1ccccc1	-1	2	-29	2	10	4	0.3	10	-10
CC(=O)NCCn1c(SCC(=O)NCCC2=CCCCC2)nc2ccccc2c1=O	3	4	4	9	5	4	-0.2	-14	2

Entries of single compounds, looked up by structure:
CN1CCC2(CC1)C1CN(C)CC=C1C(C#N)=C(N)C2(C#N)C#N (stereo not given) in the list: NPY-Y1 antag = -3&2; Ba/F3 V617F tox = -2&4; S1P4 antag = -3&-18; NPY-Y2 PAM-ag = -9&11; NPY-Y1 PAM-ag = 0&-5; BaF3 parental = 12&9; S1P4 agonist = 1.1&-0.2; CHOP inhibitor = 17&6; p47phox inh = -28&-11
O=C(CSc1nnc(-c2ccccc2)n1-c1ccccc1)N1c2ccccc2Sc2ccccc21 in the list: NPY-Y1 antag = -5; Ba/F3 V617F tox = -6; S1P4 antag = 7; NPY-Y2 PAM-ag = 17; NPY-Y1 PAM-ag = 11; BaF3 parental = -1; S1P4 agonist = -1.6; CHOP inhibitor = -25; p47phox inh = 0

Next part
SMILES	NPY-Y1 antag	Ba/F3 V617F tox	S1P4 antag	NPY-Y2 PAM-ag	NPY-Y1 PAM-ag	BaF3 parental	S1P4 agonist	CHOP inhibitor	p47phox inh
CS(=O)(=O)N1CCCC(c2nc(-c3ccc(S(=O)(=O)NCc4ccccc4)cc3)no2)C1 (stereo not given)	0	2	-19	26	-3	10	1.6	67	4
Cc1ccc(-c2csc(=S)n2CC(=O)OCC(=O)NCc2ccco2)cc1	2	5	-15	-15	-12	-2	1.0	-18	-1
O=C(CSCc1ccc([N+](=O)[O-])cc1)N/N=C/c1cccnc1	7	-3	8	0	6	2	-0.6	7	-10
COc1ccc(C(=O)Nc2ccccc2C(=O)NC(Cc2c[nH]c3ccccc23)C(=O)O)cc1 (stereo not given)	-1	0	-7	-10	4	1	-0.2	12	-23
Cc1ccc(C(C)C)c(OCC(=O)N/N=C/c2cccn2C)c1	.	-2	-1	27	2	1	-0.6	96*	-5
CCN1C(=O)CSc2ccc(C(=O)NCc3ccc(OC)cc3)cc21	8	-1	16	-12	13	2	-1.2	3	-1
Cc1ccc(S(=O)(=O)NC2CCCC2)cc1C	-1	3	12	7	-15	8	0.2	-10	3
COc1c(OC(C)=O)ccc(/C=C/c2ccc3cccc(OC)c3n2)c1[N+](=O)[O-]	-3	-3	-6	9	-5	4	-1.9	45	-3
Cc1cc(C)c(OCC(=O)Nc2nnc(-c3ccco3)o2)c(C)c1	31*	5	5	-10	-17	8	0.8	2	0
Cc1ccc2c(c1)N(CC(=O)N1CCCc3ccccc31)C(=O)CO2	4	0	1	3	-14	4	2.1	40	-7
Cn1c(=O)c2[nH]c(NCC3CCCO3)nc2n(-c2ccccc2)c1=O (stereo not given)	-1	-2	-18	4	-6	5	1.7	8	-8
O=C(NCCO[N+](=O)[O-])c1cccnc1	4	-4	-12	15	23	0	0.7	-2	-7
COc1ccc(C(=O)NC2CCN(C(=S)Nc3ccc(C)c(C)c3)CC2)cc1	2	-1	-8	-5	-17	6	0.3	25	-8
O=C1c2ccccc2NC(c2ccc(Cl)cc2Cl)N1Cc1ccccc1 (stereo not given)	14	4	12	-16	-12	7	1.1	87*	-8
CN(CCc1nc2ccc(Cl)cc2[nH]1)Cc1nc(CC2CC2)no1	1	2	13	2	-1	9	-1.0	28	3
CN1CCN(S(=O)(=O)c2ccc(Sc3nc4ccccc4[nH]3)c3nsnc23)CC1	1	-3	-17	-5	-10	2	1.0	44	-10
c1ccc(C2C3=C(CCCC3)Nc3ncnn32)cc1 (stereo not given)	2	-3	-20	-4	-9	2	0.4	-4	-1
COc1cccc2cc(C(=O)NC3CC(C)(C)NC(C)(C)C3)c(=O)oc12	-2	-4	-25	-2	-5	2	-2.1	.	.
Cc1cc(C)n(/N=C/c2c[nH]c3ccccc23)c(=O)c1C#N	9	-4	2	-2	9	8	1.0	58	-32
COc1ccc(-c2nc(N)ncc2Oc2ccccc2Br)c(O)c1	7	-2	0	16	-15	2	4.6	88*	-22
CS(=O)(=O)Nc1ccc(C(=O)NCc2ccc3c(c2)OCO3)cc1	6	-4	-19	5	-6	0	0.4	16	-4
CC(=O)Nc1cccc(OCc2c(F)cccc2Cl)c1	-5	2	-19	2	21	7	0.0	18	.
COC(=O)C1=C(C)N(Cc2ccccc2)C(=O)N[C@H]1c1ccccc1	0	3	12	-4	-27	8	0.6	5	-1
Cc1ccc(Nc2ccc(S(=O)(=O)N3CCOCC3)cc2[N+](=O)[O-])c(C)c1	4	0	-8	16	9	7	0.1	19	1
O=c1[nH]c2ccccc2nc1C(Nc1ccccc1)c1ccccc1 (stereo not given)	.	-1	3	-2	18	1	-0.7	17	4
